# Screens: PubChem, several laboratories
# PfHsp40 rescue = rescue of PfHsp40-mediated yeast toxicity; S. cerevisiae expressing PfHsp40, growth rescue, ATP luminescence; growth rescue, % at 12.5 µM; 0.68% of 340,000 active; AID 504582; in the data active means growth rescue above about 28%, passing the limit was not always enough; inconclusive means no clear call, values can overlap the other calls;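 further: yeast W303a lacking pdr1 and pdr3 grown in galactose medium; growth measured after three days at 30 °C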
# Anthrax LF prot = anthrax lethal factor protease inhibition; P15917; multiplex microsphere protease cleavage assay, LF; inhibition, % at 10 µM; 0.12% of 360,000 active; further: plate controls were buffer without enzyme for full effect and enzyme alone for no effect
# Target sequence (P15917 whole entry, looked up): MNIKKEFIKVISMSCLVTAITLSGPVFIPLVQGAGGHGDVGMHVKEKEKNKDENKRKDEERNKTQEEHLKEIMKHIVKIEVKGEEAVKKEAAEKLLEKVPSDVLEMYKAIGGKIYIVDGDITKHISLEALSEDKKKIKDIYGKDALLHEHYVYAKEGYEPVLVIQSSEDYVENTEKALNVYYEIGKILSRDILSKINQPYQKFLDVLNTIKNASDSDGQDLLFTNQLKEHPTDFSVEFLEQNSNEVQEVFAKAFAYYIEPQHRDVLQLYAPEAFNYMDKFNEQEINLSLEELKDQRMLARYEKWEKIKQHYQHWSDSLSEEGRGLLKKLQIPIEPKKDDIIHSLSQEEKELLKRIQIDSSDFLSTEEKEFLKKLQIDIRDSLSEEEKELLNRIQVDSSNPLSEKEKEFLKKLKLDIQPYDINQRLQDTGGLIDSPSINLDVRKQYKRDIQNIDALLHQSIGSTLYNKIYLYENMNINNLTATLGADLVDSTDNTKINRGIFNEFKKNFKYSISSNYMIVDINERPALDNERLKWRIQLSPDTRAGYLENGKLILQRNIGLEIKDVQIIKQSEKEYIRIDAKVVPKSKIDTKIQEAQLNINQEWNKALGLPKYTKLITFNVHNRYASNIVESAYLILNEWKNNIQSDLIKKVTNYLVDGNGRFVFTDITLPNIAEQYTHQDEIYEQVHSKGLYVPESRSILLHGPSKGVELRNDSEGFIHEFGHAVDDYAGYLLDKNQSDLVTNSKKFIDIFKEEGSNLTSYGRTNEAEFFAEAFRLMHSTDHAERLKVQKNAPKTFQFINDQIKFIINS
# VHR inh abs = DUSP3 (human) phosphatase inhibition; 0.52% of 290,000 active; P51452; inhibition, % at 13.3 µM; recombinant VHR phosphatase, pNPP absorbance; in the data active means inhibition above about 50%; further: some compounds called inactive have numbers as strong as hits
# Target sequence (P51452 whole entry, looked up): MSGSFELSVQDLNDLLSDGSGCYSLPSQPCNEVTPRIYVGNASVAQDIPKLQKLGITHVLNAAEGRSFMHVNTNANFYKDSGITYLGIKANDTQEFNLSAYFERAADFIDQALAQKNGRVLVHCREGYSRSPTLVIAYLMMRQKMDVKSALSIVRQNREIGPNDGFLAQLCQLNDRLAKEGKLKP
# PriA SSB inh = inhibitors of Klebsiella pneumoniae PriA binding to SSB C-terminal tail; AlphaScreen SSBct-PriA binding, biotinylated peptide; 0.6% of 430,000 active; inhibition, % at 33 µM; in the data active means inhibition mostly above about 37%, no sharp cut-off; inactive means mostly below about 20%;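 further: plate controls were negative control peptide for no effect and reference peptide for full effect; strong numbers were not always called active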
# BH1578 lux ind = induces V. cholerae light production without autoinducers | V. cholerae BH1578 lux reporter, luminescence, 6 h | AID 588436 | 0.16% of 350,000 active | activation, % at 18.7 µM; in the data active means activation mostly above about 9.7%, no sharp cut-off; inconclusive means no clear call, values can overlap the other calls; inactive means mostly below about 3.7%; further: not every result past the cut was called active; inactives centre near 0; reference of the scale not given here
# BoNT-A LC inh2 = inhibitors of Botulinum neurotoxin A light chain protease; multiplex microsphere protease substrate cleavage, flow cytometry; inhibition, % at 10 µM; 0.17% of 360,000 active; further: plate controls were buffer without enzyme for full effect and enzyme alone for no effect
# CCHFV vOTU inh = blocks the CCHF virus ovarian tumor domain protease. CCHFV vOTU protease, Pep-AMC fluorescence. inhibition, % at 11.5 µM. 0.55% of 370,000 active. AID 651958; in the data active means inhibition above about 30%; further: 0% = vehicle wells with enzyme and 100% = no enzyme wells
# Yp Topo-I inh = blocks Yersinia pestis topoisomerase I activity | activity, % at 10 µM | Y. pestis Topo-I cleavage product accumulation, plate reader | 0.064% of 360,000 active | AID 504884; in the data active means activity above about 50%, passing the limit was not always enough; inconclusive means no clear call, values can overlap the other calls; further: inactives centre near 2
# TcdB GH inh = blocks C. difficile toxin B glycohydrolase activity | P18177 | AID 652162 | 0.24% of 350,000 active | inhibition, % at 9.99 µM | TcdB glycohydrolase enzymatic assay, plate reader; in the data active means inhibition above about 10%
# SARS 3CLpro inh = SARS-CoV 3CLpro protease inhibition | recombinant SARS-CoV 3CLpro, quenched FRET peptide cleavage | inhibition, % at 6 µM | 0.14% of 290,000 active; in the data active means inhibition above about 12%
# Active calls of the source: *; i = inactive; ? = inconclusive; . = no result given; & = joins results of further samples. Unless noted, no stated cut-off is given here; in the data, active means inhibition above about 30%; inconclusive means no clear call, values can overlap the other calls; inactive means below that. This is a subset, so the mix of outcomes need not match the whole.
SMILES,PfHsp40 rescue,Anthrax LF prot,VHR inh abs,PriA SSB inh,BH1578 lux ind,BoNT-A LC inh2,CCHFV vOTU inh,Yp Topo-I inh,TcdB GH inh,SARS 3CLpro inh
CSc1ccc(CN(C)C(=O)C(c2ccccc2)c2ccccc2)cc1,4.3,-5.0,10.4,-8.4,0.6,-1.7,0.6,27.2,0.4,0.3
O=C(OCC(=O)C12CC3CC(CC(C3)C1)C2)c1cccnc1Cl,2.1,-1.5,-6.7,-12.1,0.0,-0.8,2.3,-1.7,0.2,6.1
Cc1cc(Cl)ccc1OCCCC(=O)Nc1ccc(S(=O)(=O)Nc2ncccn2)cc1,0.7,-0.6,22.4,-5.2,0.0,1.4,1.5,1.1,0.9,-1.9
COc1cc(OC)cc(-c2c(C#Cc3ccsc3)c3cc(-c4ccc(N(C)C)nc4)ccc3n2C)c1,-2.0,-9.0,.,17.3,0.8,0.2,-0.4,-7.1,1.2,.
Cc1cc2oc(=O)cc(CN3CCCCC3)c2cc1Cl,.,-4.4,.,.,.,0.2,3.7,.,2.2,.
CC1CCCC(NC(=O)CCNC(=O)c2ccc(Cl)cc2)C1C (stereo unspecified),-0.7,-4.0,.,-6.6,i,-13.2,6.3,-9.1,0.8,.
COc1ccccc1OCCNC(=O)C(CCSC)NS(=O)(=O)c1ccccc1F (stereo unspecified),4.3,1.6,.,-3.7,i,1.2,-3.9,3.5,-2.0,.
CCN1CCN(C(=O)c2ccc3nc(-c4ccccc4)c(-c4ccccc4)nc3c2)CC1,3.4,-0.7,26.3,12.8,i,3.4,-31.0,16.8,1.4,-2.5
COc1cccc(C(=O)NCCS(=O)(=O)N2CCCC(C)C2)c1 (stereo unspecified),.,-9.5,.,.,-0.4,0.0,1.9,-3.5,1.0,.
COC(=O)Cn1c(=O)sc2ccccc21,0.4,-4.6,-11.2,9.0&-13.6,-0.3,0.1,-5.2,18.7,.,-2.3
COc1ccc(S(=O)(=O)Nc2ccccc2C(=O)N2CCOCC2)cc1F,0.1,0.3,24.0,-10.0,-0.1,2.4,-4.0,6.5,1.0,-3.2
Cc1ccc(-n2ncc3c2CC(C)(C)CC3NC(=O)CCc2c(C)noc2C)cc1 (stereo unspecified),3.3,2.7,3.6,1.1,-0.1,-0.3,18.3,20.0,0.7,-2.5
Cc1ccc(S(=O)(=O)NC(Cc2cnc[nH]2)C(=O)O)cc1 (stereo unspecified),0.4,-3.3,4.5,-8.8,-0.2,0.1,6.1,2.1,-0.2,-4.2
COc1nc(C)ccc1-c1noc(-c2cccs2)n1,1.4,.,12.5,4.9,-0.3,.,-0.5,4.9,1.9,-1.6
COc1ccc(OC)c(NS(=O)(=O)c2c(C(=O)N3CCCCCC3)c(C)n(C)c2C)c1,-0.4,-5.3,-9.7,-0.5,0.0,-4.0,1.3,-2.8,0.7,-3.2
CC1CCCCC12NC(=O)N(CC(=O)N(C)Cc1nc3ccccc3c(=O)[nH]1)C2=O (stereo unspecified),0.2,-3.9,.,-5.2,i,0.2,6.9,4.6,3.4,.
CCOc1ccc(S(=O)(=O)N2CCC(C(=O)N3CCCCCC3)CC2)cc1Cl,1.7,-3.9,21.8,-1.9,i,0.3,10.3,6.0,-2.8,6.4
C/C(=N/NC(=O)c1cccs1)c1cccs1,-1.4,?,5.4,.,-0.2,-9.8,25.4,4.0,-0.1,5.5
COc1cccc(C(=O)Nc2nc3c(c(=O)[nH]2)CCCC3)c1,-0.5,-2.2,32.7,-17.1,-1.4,-0.6,-6.9,8.3,.,-4.2
CC1CN(Cc2nc3c(c(=O)n(C)c(=O)n3C)n2CC(=O)c2ccccc2)CC(C)O1 (stereo unspecified),-0.9,-3.2,-3.3,-2.4,i,-2.5,-3.6,2.1,.,-4.8
Cc1ccccc1S(=O)(=O)N(C)C[C@@H]1OCc2cnnn2CCCC(=O)N([C@H](C)CO)C[C@H]1C,.,-3.9,.,.,i,-0.2,-8.8,2.2,0.7&-1.1,.
OCC1OC(n2cnc3c(SCc4ccccc4)nc(F)nc32)C(O)C1O (stereo unspecified),0.4,-0.2,.,-5.4,-7.7,-0.5,7.4,-16.5,2.1,.
O=C(NC1CC1)c1ccc2c(c1)ncn2C1CCCC1,0.6,3.5,26.1,-3.0,i,0.1,-2.5,3.0,.,-3.1
O=C(CCc1c[nH]c2ccccc12)OCc1cccc([N+](=O)[O-])c1,2.2,-2.6,6.9,28.9,1.2,-5.6,0.8,14.2,-0.4,-2.6

# Exported bar-delimited: entries from further up
canonical_smiles | PfHsp40 rescue | Anthrax LF prot | VHR inh abs | PriA SSB inh | BH1578 lux ind | BoNT-A LC inh2 | CCHFV vOTU inh | Yp Topo-I inh | TcdB GH inh | SARS 3CLpro inh
CCOc1ccc(S(=O)(=O)N2CCC(C(=O)N3CCCCCC3)CC2)cc1Cl | 1.7 | -3.9 | 21.8 | -1.9 | i | 0.3 | 10.3 | 6.0 | -2.8 | 6.4
C/C(=N/NC(=O)c1cccs1)c1cccs1 | -1.4 | ? | 5.4 | . | -0.2 | -9.8 | 25.4 | 4.0 | -0.1 | 5.5
COc1cccc(C(=O)Nc2nc3c(c(=O)[nH]2)CCCC3)c1 | -0.5 | -2.2 | 32.7 | -17.1 | -1.4 | -0.6 | -6.9 | 8.3 | . | -4.2
CC1CN(Cc2nc3c(c(=O)n(C)c(=O)n3C)n2CC(=O)c2ccccc2)CC(C)O1 (stereo unspecified) | -0.9 | -3.2 | -3.3 | -2.4 | i | -2.5 | -3.6 | 2.1 | . | -4.8
Cc1ccccc1S(=O)(=O)N(C)C[C@@H]1OCc2cnnn2CCCC(=O)N([C@H](C)CO)C[C@H]1C | . | -3.9 | . | . | i | -0.2 | -8.8 | 2.2 | 0.7&-1.1 | .
OCC1OC(n2cnc3c(SCc4ccccc4)nc(F)nc32)C(O)C1O (stereo unspecified) | 0.4 | -0.2 | . | -5.4 | -7.7 | -0.5 | 7.4 | -16.5 | 2.1 | .
O=C(NC1CC1)c1ccc2c(c1)ncn2C1CCCC1 | 0.6 | 3.5 | 26.1 | -3.0 | i | 0.1 | -2.5 | 3.0 | . | -3.1
O=C(CCc1c[nH]c2ccccc12)OCc1cccc([N+](=O)[O-])c1 | 2.2 | -2.6 | 6.9 | 28.9 | 1.2 | -5.6 | 0.8 | 14.2 | -0.4 | -2.6

# More records:
SMILES,PfHsp40 rescue,Anthrax LF prot,VHR inh abs,PriA SSB inh,BH1578 lux ind,BoNT-A LC inh2,CCHFV vOTU inh,Yp Topo-I inh,TcdB GH inh,SARS 3CLpro inh
O=C(OC1CCOC1=O)c1cc(S(=O)(=O)N2CCOCC2)c(Cl)cc1Cl (stereo unspecified),-0.2,-4.7,.,10.0,i,-0.1,0.2,0.6,-0.6,.
CCC(C)(C)n1nnnc1C(c1cccnc1)N1CCCc2ccccc21 (stereo unspecified),-1.0,-3.0,7.6,-11.8,-1.7,1.1,-9.2,4.3,0.3,-3.2
CC(C)C(OC(=O)C1=Cc2ccccc2OC1)C(=O)NCC1CCCO1 (stereo unspecified),1.1,-7.4,.,-5.8,5.0,1.0,0.1,15.4,0.9,.
O=C(Nc1cccc(NC(=O)c2cccnc2)c1)c1ccccc1,-0.1,4.2,29.6,-13.9,-0.5,-2.9,-9.6,0.1,2.1,-2.2
CCN1C(=O)c2ccccc2S(=O)c2ccc(C(=O)NC3CC3)cc21 (stereo unspecified),-1.2,0.0,-1.0,-17.1,i,-1.2,3.1,-1.1,1.4,-1.5
C/C(O)=C(\C#N)C(=O)Nc1cc(Br)ccc1Br,?,-8.7,.,-12.2,-0.8,-0.4,1.8,1.2,0.3,.
CCOC(=O)c1c(NC(=O)COC(=O)Cn2cnc3ccccc32)sc2c1CCC(C)C2 (stereo unspecified),4.1,-0.8,1.3,-3.9,-0.2,0.8,46.7*,7.4,-0.2,4.3
COc1cccc(Cn2c3ccc(NC(=O)Cc4cc(OC)ccc4OC)cc3c(=O)n2C)c1,.,-1.9,.,.,i,0.4,-121.3,42.0,0.3,.
O=C(NC1CCCC1)c1ccc(Br)s1,0.8,0.5,-7.5,-13.3,i,?,-11.9,7.1,.,1.3
O=C(NCc1ccco1)C1CCCN(S(=O)(=O)c2cccc3nsnc23)C1 (stereo unspecified),-0.5,.,1.2,-7.1,-1.1,.,4.8,1.4,.,3.8
NNC(=O)c1cc(Br)cs1,0.2,-0.7,-2.5,-7.3,-0.3,-0.4,14.2,1.4,.,7.6
CCCCCCCCn1ccc(=N)cc1,0.4,.,0.9,-12.5,-0.5,.,5.7,4.8,1.4,1.6
COc1ccc(-c2nnn(CC(=O)NC3CCCc4ccccc43)n2)cc1OC (stereo unspecified),-1.7,0.6,6.4,-17.6,-4.1,0.5,9.3,0.5,.,0.0
CNc1ccc(/C=C2\CSc3ccccc3C2=O)cc1[N+](=O)[O-],-0.4,-6.0,5.2,6.2,-3.6,0.2,16.9,1.3,0.3,1.7
COc1ccc(S(=O)(=O)N2CCC(C(=O)N3CCOCC3)CC2)cc1OC,-0.2,-5.7,11.7,-10.3,-0.4,0.3,-3.2,-2.5,2.6,2.0
CCCC(=O)OCC(=O)Nc1ccccc1Sc1ccccc1,-1.0,-0.5,1.3,-68.5,-0.3,-0.9,7.8,19.8,.,2.9
Cc1c(Br)cc(-c2nnco2)cc1Br,1.2,-1.5,4.5,-2.8,i,-0.3,-5.9,-4.8,.,-3.0
O=C1CCC/C1=C\c1ccccc1,-0.7,-9.6,13.2,-3.3,-0.2,-0.4,-8.0,-0.6,-1.0,-5.6
Cc1cccc(C)c1N1C(=O)C2ON(c3ccccc3)C(c3ccncc3)C2C1=O (stereo unspecified),253.7*,0.4,20.3,3.2,i,?,3.4,-9.4,-0.5,-4.6
CCc1nc2ccc(C(=O)NCCOc3ccc(OC)cc3)cn2c1N(CC)Cc1ccc(OC)c(OC)c1,.,-2.9,.,.,-4.5,-0.5,3.0,27.3,0.5,.
CC(=O)OC(COc1cccc(C)c1)Cn1cnc2ccccc21 (stereo unspecified),1.4,-3.3,7.5,-2.2,i,0.1,3.8,9.7,2.9,-2.9
Cc1ccc(S(=O)(=O)N2CCC(=O)N([C@H](COCc3cccc(C(F)(F)F)c3)C(C)C)CC2)cc1,.,-2.1,.,.,.,0.0,27.4,.,-0.3,.
O=C(Cn1ncc2c([nH]c3ccccc32)c1=O)N1CCc2ccccc2C1,0.3,-2.3,-22.1,-0.4,-1.3,0.7,2.5,4.5,-4.3,5.9
CC1CC(C)(C)CC2(C1)NC(=O)N(CC(=O)N1CCN(S(=O)(=O)c3cccc(F)c3)CC1)C2=O (stereo unspecified),-1.6,-2.4,.,-2.6,i,-0.7,12.2,4.8,0.0,.
C#Cc1cccc(C(=O)N(Cc2cccnc2)CC2CCCN(C3CCCCC3)C2)c1 (stereo unspecified),.,-5.8,.,.,5.9,-1.1,-0.6,9.3,0.5,.
Cc1ccc(CNC(=O)CSc2nc3ccccc3[nH]2)cc1,0.4,-0.9,20.8,0.4,0.7,-4.1,2.2,-5.1,0.2,1.0
COc1ccc(-c2nc3ccccc3c(=O)n2CCCn2ccnc2)cc1,-2.2,1.5,10.4,5.2,-1.7,3.0,1.1,5.8,.,-5.0
Cc1ccc(C2C(C#N)=C(N)Oc3cc4c(cc32)OCO4)cc1 (stereo unspecified),-0.7,-2.4,24.5,-13.7,11.1,-0.3,3.4,2.1,.,-3.7
CC1=C(O)C(=O)C(C2=C(O)C(=O)C(C)=C(O)C2=O)=C(O)C1=O,3.7,-1.9,.,23.2,-0.3,-0.9,4.2,-3.3,-0.8,.
O=C(Cc1ccc(Br)cc1)NCCCn1ccnc1,-0.7,3.2,-8.4,5.9,i,-1.6,-6.5,0.6,-0.8,-7.5
